IEC-6 tox: kills IEC-6 intestinal cells in KLF5 counter-screen; IEC-6 cytotoxicity, luminescence viability; inhibition, % at 5 µM; hit rate 0.78% among 290,000; in the data active = inhibition above about 22%;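 note: 0% = plate median of test compound wells and 100% = cytotoxic reference compound wells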
HSF1 inhib: HSF1 inhibition; AID 2098; NIH3T3-HGL HSE-luciferase, MG132-induced, luminescence 8 h; active compounds read low; hit rate 0.77% among 300,000; activity change, negative = inhibition, % at 7.5 µM (by protocol);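 active = more than half of replicate wells show activity change below -50%, luminescence cut by over half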;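 note: luciferase reports HSF-1 transcriptional activity via heat shock element; 0% = median of DMSO wells and -100% = zero luminescence signal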
GSK3beta inhib: human GSK3beta kinase inhibition; GST-GSK3beta kinase, ADP-Glo luminescence, 60 min; active compounds read low; hit rate 0.038% among 300,000; activity score (negative = inhibition), % at 10 µM;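 active = more than half of replicate wells score below -50%, meaning over 50% inhibition versus plate controls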;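 note: 0% = median DMSO wells and -100% = median GW8510 positive control wells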
Target sequence (P49841 whole entry, looked up): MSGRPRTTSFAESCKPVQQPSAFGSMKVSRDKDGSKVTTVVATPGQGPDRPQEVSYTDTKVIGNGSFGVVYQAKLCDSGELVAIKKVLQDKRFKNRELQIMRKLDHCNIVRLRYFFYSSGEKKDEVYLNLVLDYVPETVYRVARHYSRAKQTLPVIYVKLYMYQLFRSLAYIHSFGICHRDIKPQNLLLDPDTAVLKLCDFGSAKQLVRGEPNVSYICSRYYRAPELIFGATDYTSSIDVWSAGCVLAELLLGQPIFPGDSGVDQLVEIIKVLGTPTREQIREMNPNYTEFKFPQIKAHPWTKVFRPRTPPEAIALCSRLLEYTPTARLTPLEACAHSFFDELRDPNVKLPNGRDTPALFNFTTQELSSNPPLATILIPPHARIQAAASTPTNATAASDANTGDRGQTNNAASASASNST
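test system = GST-tagged human GSK3beta kinase, cell-free | reagent = 25 µM ATP with peptide substrate | dosing = one dose of 10 µM per compound | schedule = 60 min reaction, RT | detection = luminescent ADP-Glo measurement of ADP formed | control set = DMSO neutral wells and GW8510 at 20 µM as positive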
AI-2 QS modul: modulates the Vibrio harveyi AI-2 quorum sensing system | Vibrio harveyi JMH597 AI-2 luminescence/OD600 ratio, 9 h; active compounds read low; strain lacks LuxN and CqsS sensors; 0 = neutral-control median | activity change, % at 7.5 µM | hit rate 0.4% among 300,000 | AID 2094; in the data active = activity change below about -75%, passing the limit was not always enough;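 note: luminescence divided by OD600 gain over 9 h not by final OD600 alone; inactives centre near 13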
HSF-1 act: increases HSF-1 driven luciferase reporter signal. hit rate 1.7% among 300,000. NIH3T3-HGL HSF-1 luciferase reporter, MG132, 8 h; 100% = twice DMSO control signal. activation, % at 9 µM;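 active = mean replicate activation of at least 50% with a set share of replicates each reaching 50%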;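 note: 0% = median of the neutral control wells and 100% = twice that signal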
HIF act: HIF pathway transcriptional activation. U2OS HRE-luciferase reporter, luminescence; normalized: DMSO 0%, desferrioxamine 100%. activation, % at 7.5 µM (by protocol). hit rate 0.32% among 300,000. AID 1910;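 active = mean activation of at least 10% of the iron chelator positive control signal, with at least half of replicates also reaching 10%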
KLF5 inhibitor: kruppel-like factor 5 inhibition. DLD-1 KLF5 promoter-luciferase reporter, luminescence. inhibition, % at 5 µM. hit rate 0.23% among 290,000. AID 1700;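 active = inhibition above a per-plate limit of that plate's mean compound inhibition plus 3 SD, cut at about 60% in these data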;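 note: 0% = DMSO wells and 100% = LY294002 at 200 µM; higher means less KLF5 promoter-driven luciferase light; inactives centre near -14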
HSP90 refold inh: inhibitors of HSP90 luciferase refolding in rabbit reticulocyte lysate. inhibition, % at 5.6 µM. luciferase refolding luminescence, 3 h. hit rate 0.91% among 290,000;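 active = inhibition above the screen-wide mean plus 3 SD, computed separately per campaign, cut at about 16% in these data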;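 note: 0% = DMSO wells and 100% = 60 µM geldanamycin wells; inhibitors lower the luminescence because luciferase stays unfolded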
aSyn 5UTR inh: MLPCN primary screen, SNCA 5' untranslated region; hit rate 0.82% among 300,000; AID 1813; inhibition, % (tested at 7.5 µM); alpha-synuclein 5'UTR reporter, inhibitor activity; in the data active = inhibition above about 60%;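 note: H4 neuroglioblastoma cells stably carrying SNCA 5'UTR luciferase fusion; 0% = DMSO wells and 100% = positive control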
GSK3 alpha inh: human GSK-3 alpha kinase inhibition | inhibition, % at 10 µM | ADP-Glo luminescence, 60 min | hit rate 0.1% among 320,000;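 in the data active = inhibition above about 50%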;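 note: GST-tagged GSK-3 alpha with peptide substrate and 25 µM ATP; 0% = DMSO neutral wells and 100% = GW8510 positive control wells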
Target sequence (P49840 whole entry, looked up): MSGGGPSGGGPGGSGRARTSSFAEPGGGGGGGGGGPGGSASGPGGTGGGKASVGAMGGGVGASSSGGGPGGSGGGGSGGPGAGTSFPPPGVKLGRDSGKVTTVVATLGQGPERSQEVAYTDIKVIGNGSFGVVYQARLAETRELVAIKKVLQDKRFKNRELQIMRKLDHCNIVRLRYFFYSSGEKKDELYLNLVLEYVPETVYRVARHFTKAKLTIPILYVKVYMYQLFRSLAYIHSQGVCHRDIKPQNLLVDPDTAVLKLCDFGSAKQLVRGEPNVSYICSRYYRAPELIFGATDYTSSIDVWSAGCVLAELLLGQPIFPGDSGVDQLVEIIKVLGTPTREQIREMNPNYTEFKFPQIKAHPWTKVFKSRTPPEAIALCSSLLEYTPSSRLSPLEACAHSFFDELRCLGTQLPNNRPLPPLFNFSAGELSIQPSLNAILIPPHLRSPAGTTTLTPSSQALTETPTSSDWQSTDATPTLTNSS
Starred values were filed as active, the others as inactive; / = no result given.

molecule,IEC-6 tox,HSF1 inhib,GSK3beta inhib,AI-2 QS modul,HSF-1 act,HIF act,KLF5 inhibitor,HSP90 refold inh,aSyn 5UTR inh,GSK3 alpha inh
COc1ccc(C(=O)CSc2nnc(-c3cccs3)n2-c2ccccc2)cc1,2,8,3,3,24,-0.5,-52,-3,-10,1
CC1CCN(C(=O)c2[nH]cnc2C(=O)N[C@@H](C)C(=O)OC(C)(C)C)CC1,/,-4,-2,-4,-2,-0.5,/,/,-2,-1
CCCCCCSc1nc(O)c(C2OC(=O)c3c2ccc(OC)c3OC)c(=O)n1CC (stereo unspecified),3,-2,4,-1,7,-0.1,-31,6,3,-11
CCCS(=O)(=O)c1c(S(=O)(=O)CCC)c2cnccn2c1C(=O)c1ccc(F)cc1,1,-1,5,6,14,-0.1,13,-1,28,/
Cc1cc(C(=O)N[C@H](c2ccccc2)[C@@]2(C)C[C@@H]2[C@@H](C)C(=O)Nc2ccc3ccccc3c2)n(C)n1,1,7,-4,23,5,-0.4,6,0,-31,7
CCN(CC)CCCn1c2c(c(SCC(=O)Nc3cc(C)on3)nc1=O)CCC2,/,-6,-3,13,6,-29,/,/,-16,4
CCc1nnc(NC(=O)CSc2nnc(-c3ccco3)o2)s1,-10,-9,-4,22,17,0.2,-16,4,-25,0
COc1ccc(C(=O)N(CC2CCCO2)C(C(=O)NC2CCCC2)c2ccc(C)cc2)cc1OC (stereo unspecified),3,-2,-1,26,-1,-0.1,-7,0,3,1
Cc1ccc(C)c2[nH]c(=O)c(CCNC(=O)c3ccc(S(=O)(=O)N(C)C)cc3)cc12,2,-4,2,7,2,0.4,-23,0,41,3
COc1ccc(Br)cc1C(C[N+](=O)[O-])c1c(N)n(C)c(=O)n(C)c1=O (stereo unspecified),-2,4,-3,/,11,-1.0,-38,-6,23,-2
COc1ccc(NC(=O)C(CC(=O)O)Cc2ccc(C)cc2)cc1 (stereo unspecified),5,-8,2,63,-2,-0.8,-12,4,9,-5
CCOC(=O)c1c(C)[nH]c(C(=O)COC(=O)CSC)c1C,-6,16,5,11,26,0.2,-33,-1,32,-3
Cc1cc(N2CCC(C(=O)Nc3ccc(F)cc3)CC2)nc(-c2ccccc2)n1,2,-5,4,-3,-6,-0.9,-14,-2,3,-1
O=C(CSc1nc2ccccc2[nH]1)Nc1ccc2c(c1)OCCO2,6,6,2,-8,-8,1.3,-69,0,-46,1
CCc1ccccc1NC(=O)Nc1cccn(Cc2ccccc2F)c1=O,-1,13,-1,-5,15,-0.5,9,5,-10,0
COc1ccc(CC(=O)Nc2c3c(nn2-c2cccc(Cl)c2)CS(=O)(=O)C3)cc1,-5,-3,-1,18,-14,-0.4,-24,-2,30,-1
O=C(/C=C/c1cccc(Cl)c1)NCc1cccs1,-9,20,-4,-83*,52*,2.1,-12,0,-40,-1
COc1ccc(Br)cc1CNC(=O)CN1C(=O)C(c2ccccc2)Oc2cccnc21 (stereo unspecified),-2,-1,1,-2,-9,-0.3,17,3,1,-2
CC(=O)c1cc2c(O)c(O)ccc2o1,-7,-12,-1,16,-9,-0.4,-15,-1,-8,-7
FC(F)(F)c1ccccc1-n1c(-c2ccco2)n[nH]c1=S,-8,-20,/,/,-25,-0.5,-53,8,-7,-3
O=C(CCc1nc2ccccc2c(=O)[nH]1)OCc1cccc(C(F)(F)F)c1,0,1,-1,36,26,-0.3,-6,-2,-1,-1
CCOc1ccc(CC(=O)Nc2ccc(-c3ccc4nnc(C)n4n3)cc2)cc1,7,4,-6,-37,-5,0.0,-21,-3,-87,0
OCCNCc1cc(Br)ccc1OCc1ccccc1,-3,0,0,16,19,-0.2,8,4,-8,-1
COc1ccc(S(=O)(=O)N2CCC(C(=O)Oc3c(OC)cccc3OC)CC2)cc1OC,4,5,1,-6,17,-0.8,-2,-1,-9,0
Cc1ccc2cc(C)c(NCCO)nc2c1,-1,-3,-1,12,5,-0.2,-52,-2,6,0
Cc1ccc(C)c(N2CCN(C(=O)C3CCN(c4nc(C)cc(C)n4)CC3)CC2)c1,-3,-2,2,18,-3,-0.1,-30,-2,20,0
COc1ccc(Cn2c(SC)nc3ccccc32)cc1[N+](=O)[O-],0,-61*,-1,30,-70,-0.1,2,0,5,0
Cc1ccc2nc(-c3cccc(N)c3)oc2c1,5,12,3,37,40,-1.2,7,23*,-30,2
CCCCc1c(O)c2ccccc2[nH]c1=O,0,-8,1,24,-9,1.2,-10,-2,-20,-2
O=S(=O)(/N=C(/Nc1ccccn1)c1ccccc1)c1ccccc1,-2,-3,2,26,-4,0.1,-18,-3,-3,-2
NS(=O)(=O)c1ccc(NC(=O)c2ccccc2Cl)cc1,2,2,2,27,-4,-2.5,3,-1,-3,/
CCOc1ccc(NC(=S)N(Cc2ccc(Cl)cc2)Cc2ccco2)cc1,-2,121,-1,-7,176*,0.4,-17,5,-3,-6
CC(NC(=O)C1CCCCC1)C(=O)NC1=NCCS1 (stereo unspecified),5,-4,4,14,-4,-0.6,-17,-1,3,0
O=C(N/N=C/c1ccccn1)c1cc(-c2cccc3ccccc23)n[nH]1,7,13,0,47,22,1.0,-15,0,-60,1
COC(=O)c1cc(NCc2c(F)cccc2Cl)ccc1N1CCOCC1,-2,13,-1,16,49,-0.3,-45,-5,2,2
Cc1ccccc1NC(=O)NCC1CCN(Cc2cccc(Cl)c2)CC1,2,-4,0,27,0,-11,-28,1,4,6
Cc1ccc(NC(=O)c2ccc3nccnc3c2)c(C)c1,8,6,1,19,10,2.0,-51,2,-102,2
CC1Cc2cc(/C(O)=C3/C(=O)C(=O)N(CCN4CCOCC4)C3c3ccc(N(C)C)cc3)ccc2O1 (stereo unspecified),0,-5,5,14,1,0.2,-19,-1,-2,-3
CCOc1ccccc1-c1nc(SCC(=O)O)n[nH]1,-9,0,-1,7,-5,0.1,-33,-1,20,-1
CC(C)COc1ccc(C(=O)N/C(=C/c2cccc([N+](=O)[O-])c2)C(=O)O)cc1,2,-4,0,-2,-6,0.2,-20,-5,-19,-4
C=CCn1c(=O)/c(=C/c2ccc(C)o2)s/c1=C(/C#N)C(=O)c1ccccc1,-2,2,-5,13,15,0.6,-17,0,8,2
O=C(Nc1sc2c(c1C(=O)O)CCCC2)c1cccs1,6,6,1,40,20,0.3,-28,-2,-7,-5
Cn1cc(Cl)c(C(=O)N(Cc2ccccc2)c2ccccn2)n1,/,2,-1,24,-6,-0.3,/,/,1,-2
CN(c1ccc(C(=O)NCc2cccnc2)cc1)S(=O)(=O)c1ccc(Cl)cc1,-5,-2,1,24,-2,-0.2,-35,-1,6,2
Cc1cccc(N(C)C(=O)c2cnn(-c3ccccc3)c2C)c1,-4,2,1,-2,23,-1.6,-26,-3,-8,0

3 compounds from above, arranged by their value in HSF-1 act, ascending:
SMILES	HSF-1 act
CC(NC(=O)C1CCCCC1)C(=O)NC1=NCCS1 (stereo unspecified)	-4
Cc1ccccc1NC(=O)NCC1CCN(Cc2cccc(Cl)c2)CC1	0
O=C(Nc1sc2c(c1C(=O)O)CCCC2)c1cccs1	20

(listing goes on)
molecule,IEC-6 tox,HSF1 inhib,GSK3beta inhib,AI-2 QS modul,HSF-1 act,HIF act,KLF5 inhibitor,HSP90 refold inh,aSyn 5UTR inh,GSK3 alpha inh
C=CCN(CC(=O)NCc1ccc(F)cc1)C(=O)c1csnn1,-3,-1,3,4,-1,-0.7,2,3,-3,-4
C=Cn1ccnc1CC(O)c1ccc(OC)cc1 (stereo unspecified),/,6,-3,23,9,-0.1,/,/,1,0
COc1cc(C2C(C#N)=C(N)Oc3cc4c(cc32)OCO4)cc(OC)c1OC (stereo unspecified),85*,5,-1,-3,-3,2.5,86*,-1,111*,-1
O=C(OC1CCCCC1=O)c1cccc(S(=O)(=O)N2CCCCC2)c1 (stereo unspecified),/,11,2,17,15,-0.4,/,/,1,/
CC(C)(C)C(=O)CN1C2=NCCN2c2ccccc21,-2,-4,-2,63,1,-0.2,-26,1,-16,3
Nc1ccc2nn(-c3cccc4ccccc34)nc2c1,0,2,6,11,12,-0.2,-2,0,52,9
S=C(c1ccc[nH]1)N1CCOCC1,-3,-4,2,3,-14,0.1,-15,5,-9,2
Cn1c(=O)c(C(=O)CN2CC(=O)Nc3ccccc32)c(N)n(Cc2ccccc2)c1=O,-5,1,1,22,-9,0.2,-12,8,-18,-2
Cc1ccc(-n2c(SCC(=O)N3CCCc4ccccc43)nnc2-c2cccnc2)c(C)c1,4,1,2,4,14,-0.6,8,2,-14,-8
O=C(OCc1ccc([N+](=O)[O-])cc1)c1cc([N+](=O)[O-])ccc1N1CCOCC1,/,9,1,8,4,1.1,/,/,11,/
O=C(COC(=O)c1cccs1)NCc1ccc2c(c1)OCO2,5,2,-1,21,9,-30,14,-2,0,-1
O=C(CSc1nncc2ccccc12)Nc1ccc(F)cc1,-3,14,-1,14,9,0.2,-4,1,-17,-6
COC(C[C@H]1O[C@H]1[C@@H](O)[C@H](C)OCc1ccccc1)OC,/,4,0,34,6,0.2,/,/,1,/
COc1cccc(S(=O)(=O)NCc2ccc(C(=O)Nc3ccc(Cl)c(Cl)c3)cc2)c1,-2,13,1,0,20,-0.8,-35,-2,-10,1

Compound activity as filed in PubChem.
